# Screens deposited in PubChem by National Center for Advancing Translational Sciences (NCATS).
# Tau fibril ThT: blocks human tau fibril formation measured by thioflavin T | P10636 | recombinant tau K18 P301L, heparin-induced fibrillization, ThT fluorescence | Potency, µM (highest dose often 57.4 µM), without a hit: at the highest dose activity, negative = inhibition, most hits filed as inhibitors | 2.1% of 270,000 active | AID 1460; also: nearly all actives have a fitted effect of over 55% in size
# Target sequence (P10636 561-689 P618L limits assumed): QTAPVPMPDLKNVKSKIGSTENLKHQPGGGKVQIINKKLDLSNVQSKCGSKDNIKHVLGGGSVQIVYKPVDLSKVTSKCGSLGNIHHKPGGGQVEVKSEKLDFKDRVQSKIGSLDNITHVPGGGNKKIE
#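 Aggregation was driven by heparin (20 uM final) acting on recombinant tau […] bearing P301L in 100 mM sodium acetate pH 7; fibrils were detected with Thioflavin T.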
# Tau fluor counter: counter-screen for tau fibril formation inhibitors; tau K18 P301L (four-repeat tau fragment) Alexa594 fluorescence, heparin fibrillization; Potency, µM (doses to about 57.7 µM), without a hit: at the highest dose activity change, negative = decrease; 0.93% of 280,000 active; also: nearly all actives have a fitted effect of over 55% in size
#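 Human K18 P301L tau (15 uM unlabeled plus 0.24 uM Alexa 594-labeled, final) in 100 mM sodium acetate pH 7 was mixed with compound and 20 uM heparin and incubated 6 hr at 37 C.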
# Tau FP inhib: blocks human tau fibril formation measured by polarization. Potency, µM (highest dose often 57.7 µM), for inactives: at the highest dose activity, negative = inhibition, most hits filed as inhibitors. P10636. 0.39% of 280,000 active. K18 P301L tau heparin fibrillization, Alexa594 FP, 6 h; also: nearly all actives have a fitted effect of over 55% in size
#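 FP of Alexa 594-tau after heparin (20 uM) induction. Substrate: human K18 P301L, 15 uM unlabeled, 0.24 uM labeled. Buffer 100 mM sodium acetate pH 7. 6 hr, 37 C.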
# An asterisk follows results filed as active; ? = inconclusive. Calls follow the shape of the dose curve; as a rule, active = well fitted curve in the direction sought with a large enough effect; inconclusive = small, poorly fitted or top-dose-only effect, or another doubt; inactive = no such curve, though single readings can be large; an effect the other way counts as inactive or inconclusive. % is scaled to controls: 0 for no effect and ±100 for the full control effect; potency is read from the fitted curve at half-maximal effect.
Compound,Tau fluor counter,Tau FP inhib,Tau fibril ThT
Clc1ccc(CN2CCc3nc(Nc4ccc5c(c4)OCCO5)ncc3C2)cc1,?,?,?
CCOCCCN1C(=O)CN(C2CCCCCC2)C(=O)C1c1ccc(OC(C)C)c(OC)c1 (stereo not drawn),-9%,1%,-4%
COc1cc(OC)c(NC(=O)C2CCN(C(=O)c3sc4nc[nH]c(=O)c4c3C)CC2)cc1Cl,-13%,7%,?
CC1C(=O)N2CCCc3cc(S(=O)(=O)N4CCC(C(N)=O)CC4)cc1c32 (stereo not drawn),0%,-3%,-7%
CC(C)Oc1ccc(CNC(=O)c2cc3ccccn3n2)cc1,-11%,-9%,-5%
COc1cccc(CNC(=O)c2ccc(-c3nc(CS(=O)c4ccccc4)c(C)o3)cc2)c1 (stereo not drawn),-2%,0%,5%
Cc1ccccc1OCC(=O)Nc1ccccc1OCc1cc(=O)n2ccccc2n1,1%,2%,14%
COc1ccc(C(CC(=O)Nc2ccc(OC)c(OC)c2)N2Cc3ccccc3C2=O)cc1 (stereo not drawn),-25%,-1%,-14%
CCOC(=O)c1c(C)[nH]c(C)c1S(=O)(=O)N(C)CC(=O)Nc1ccc(CC)cc1,?,-6%,-13%
CCCNC(=O)CCCN1C(=O)CCn2nc(-c3cccn3C)cc21,13%,8%,10%
COc1ccc(NC(=O)CSc2nc3nc(C)c(Cc4ccc(C)cc4)c(C)n3n2)cc1OC,0%,14%,7%
COc1ccc(-c2nc(-c3cc4cc(Br)ccc4oc3=O)cs2)cc1,-16%,-9%,?
COc1ccc(CCNC(=O)c2ccc(CSCc3ccc(C)cc3)o2)cc1OC,-12%,0%,?
Cc1cc(F)ccc1NC(=O)C1CCC(CNS(=O)(=O)c2ccc3c(c2)CCCC(=O)N3)CC1 (stereo not drawn),1%,-1%,2%
CCOc1ccc(OCC)c(NC(=O)c2cnc3c(-c4ccccc4)c(C)nn3c2C)c1,-20%,5%,?
COc1ccc(CCC(=O)NC2CC(=O)N(c3ccc(F)cc3)C2)cc1 (stereo not drawn),-10%,-8%,-5%
CSc1ccc(/C=C/c2nc3ccccc3n2S(=O)(=O)c2ccc(F)c(C)c2)cc1,?,?,-5%
Cc1ccc(N2CC(NC(=O)c3ccc(S(=O)(=O)N4CCOCC4)cc3)CC2=O)cc1 (stereo not drawn),-7%,-1%,-5%
COc1ccc(C(=O)Nc2ccc(-n3nncc3-c3ccc(OC)c(OC)c3)cc2)cc1,-27%,-11%,2%
Cc1ccccc1NC(=O)c1ccc(F)c(S(=O)(=O)N2CCc3ccccc3C2)c1,-9%,-9%,8%
O=C(Nc1cc(Cl)cc(Cl)c1)c1ccc(F)c(S(=O)(=O)NC2CCCCC2)c1,?,7.1µM*,5%
O=C(Nc1cc(Cl)ccc1Cl)c1cc(S(=O)(=O)NCCc2ccccc2)ccc1F,-26%,-11%,2%
CCN(CC)c1ccc(NC(=O)Cn2nc3c(cc2=O)CCCC3)c(C)c1,-8%,1%,-7%
Cc1ccccc1OCC(=O)Nc1ccccc1C(=O)OCc1cc(=O)n2ccsc2n1,10%,5%,9%
CSc1cccc(N2C(=O)N(CC(=O)NCc3ccccc3Cl)c3ccccc3S2(=O)=O)c1,2%,?,17%
Cc1ccc(NC(=O)CCC(=O)N2Cc3ccccc3Oc3ncccc32)cc1Cl,-25%,0%,2%
Cc1cc(Cl)ccc1Nc1ncnc2onc(C)c12,-11%,-1%,-5%
CCOc1ccccc1NC(=O)CSc1nnc(CC)c(CC)n1,-21%,-11%,-12%
CC(=O)N1CCCc2cc(S(=O)(=O)NCc3ccccc3Cl)ccc21,-3%,0%,5%
CCCC(=O)N1CCc2cc(OC)c(OC)cc2C1COc1ccc(C(=O)OC)cc1 (stereo not drawn),-7%,7%,-12%

# Next part.
Compound,Tau fluor counter,Tau FP inhib,Tau fibril ThT
COc1cccc(-c2noc(-c3cc(C(C)C)[nH]n3)n2)c1OC,-11%,2%,-8%
COc1ccc(Cn2ccc3nc(C)c(C(=O)NCc4ccc(OC)cc4OC)cc3c2=O)cc1,-3%,-1%,3%
CCc1ccc(Sc2cc(C(=O)NCCCN3CCC(C)CC3)c3ccccc3n2)cc1,-15%,-13%,-6%
Cc1c(Cl)cccc1-n1ncc(C(=O)N2CCC(C)CC2)c1C1CCN(C(=O)OC(C)(C)C)CC1,5%,9%,-6%
CCN(CC)C(=O)c1sc2c(c1C)c(=O)n(Cc1ccccc1)c(=O)n2Cc1c(C)cc(C)cc1C,4%,-4%,-3%
O=C(NC1CC(=O)N(c2ccccc2)C1)c1cccs1 (stereo not drawn),1%,-4%,-1%
CCN(CC)CCCNC(=O)Cc1ccc(NC(=O)N2CCCCc3ccccc32)cc1,3%,10%,1%
COc1ccc(-c2nc(SCCOc3cc(C)ccc3C(C)C)n3[nH]c(=O)cc3n2)cc1,?,-3%,?
O=C(c1ccc2c(c1)N(Cc1ccccc1Cl)C(=O)c1ccccc1S2)N1CCCC1,-5%,5%,-14%
O=C(Nc1ccc2c(c1)CCCN2C(=O)c1cccs1)c1ccccc1Cl,-3%,14%,-6%
COc1cc(CNC(=O)CSCc2nc3cccnc3n2C2CCCCC2)cc(OC)c1OC,-16%,4%,-11%
COc1ccc(NC(=O)C2CCN(S(=O)(=O)c3cn(C)cn3)CC2)cc1Cl,8%,3%,5%
CCOC(=O)c1nc(NCc2ccc(Cl)cc2)c2c(C)noc2n1,-14%,-1%,-2%
CCN(Cc1ccccc1)C(=O)Cn1c(=O)cc(C)c2c(C)nn(-c3cccc(F)c3)c21,-9%,9%,-12%
CCOC(=O)C1CCC(CN(Cc2c(Cl)cccc2Cl)S(=O)(=O)c2ccc(F)cc2)CC1 (stereo not drawn),-7%,-6%,-3%
Oc1c(C(c2ccc(Cl)cc2Cl)N2CCN(Cc3ccccc3)CC2)sc2nc(-c3ccco3)nn12 (stereo not drawn),-21%,-8%,-15%
Cc1ccc(NC(=O)c2cnc(N3CCCC3)nc2C)cc1F,-15%,-14%,-11%
CCN(CC)S(=O)(=O)c1ccc2c(c1)N(CC(=O)Nc1c(C)cc(C)cc1C)C(=O)C1CCCN21 (stereo not drawn),11%,-2%,11%
Cc1nn(-c2ccc(F)cc2)c(-n2cccc2)c1C(=O)NCCCN1CCN(c2cccc(Cl)c2)CC1,-18%,-1%,?
Cc1ccc(CN2c3ccccc3S(=O)(=O)c3ccccc32)cc1,-19%,-8%,5%
O=C(Cc1ccc(F)cc1)NC1CC(=O)N(c2ccc3c(c2)OCCO3)C1 (stereo not drawn),3%,-8%,-3%
CCC(=O)N1c2ccccc2CC1C(=O)NCCc1ccccc1 (stereo not drawn),8%,6%,3%
Cc1nc2c(C(=O)NCCc3ccc(Cl)cc3)cnn2c(C)c1Cc1c(F)cccc1Cl,8%,3%,-2%
Cc1cn2c(=O)cc(COC(=O)c3cccc(NC(=O)c4ccccc4C)c3)nc2s1,-1%,-3%,?
CCN1C(=O)c2ccccc2Sc2ccc(NC(=O)Cc3ccc(OC)cc3)cc21,?,?,-2%
Cc1ccc(N2CC(NC(=O)c3ccccc3Br)CC2=O)cc1 (stereo not drawn),-1%,-3%,-6%
Cc1cc(C(=O)N2CCN(c3cc(Cl)ccc3C)CC2)c2c(C)nn(-c3ccccc3)c2n1,-12%,2%,-7%
Cc1nnc(N2CCN(C(=O)NC(C)C)CC2)c2nn(-c3ccccc3)c(C)c12,4%,-1%,0%
O=C(Cn1c(=O)ccc2cc(S(=O)(=O)N3CCCC3)ccc21)Nc1ccc(Cl)cc1,?,?,10%
Cc1oc2c(c1C(=O)Nc1ccc(OC(F)(F)F)cc1)C1=NCCN1C=N2,-10%,5%,-1%

# 6 compounds drawn at random from those above:
Compound,Tau fluor counter,Tau FP inhib,Tau fibril ThT
CCc1ccc(Sc2cc(C(=O)NCCCN3CCC(C)CC3)c3ccccc3n2)cc1,-15%,-13%,-6%
Cc1ccc(NC(=O)c2cnc(N3CCCC3)nc2C)cc1F,-15%,-14%,-11%
Cc1cc(C(=O)N2CCN(c3cc(Cl)ccc3C)CC2)c2c(C)nn(-c3ccccc3)c2n1,-12%,2%,-7%
COc1cc(CNC(=O)CSCc2nc3cccnc3n2C2CCCCC2)cc(OC)c1OC,-16%,4%,-11%
CCC(=O)N1c2ccccc2CC1C(=O)NCCc1ccccc1 (stereo not drawn),8%,6%,3%
COc1cccc(-c2noc(-c3cc(C(C)C)[nH]n3)n2)c1OC,-11%,2%,-8%

# Going on with the list.
Compound,Tau fluor counter,Tau FP inhib,Tau fibril ThT
COc1ccc(CCC(=O)NC2CC(=O)N(c3ccc(C)c(C)c3)C2)cc1 (stereo not drawn),-5%,-7%,-7%
CC1CCCN(CCCNC(=O)c2cc(Sc3ccc(F)cc3)nc3ccccc23)C1 (stereo not drawn),-11%,-8%,-1%
CCc1ccc(CNC(=O)c2ccc(CS(=O)(=O)Cc3ccccc3C)o2)cc1,-20%,0%,-10%
CN(C(=O)CSc1nc2ccccc2n1CC(=O)N(C)c1ccc(F)cc1)c1ccccc1,2%,-2%,9%
COc1ccc(NC(=O)CN2C(=O)c3cccnc3Sc3ccccc32)cc1OC,-9%,4%,-9%
COc1ccc(CC(=O)N2CCc3cc(OC)c(OC)cc3C2COc2ccc(F)cc2)cc1 (stereo not drawn),-16%,-2%,-11%
COc1ccc(CNC(=O)Cn2c(SCC(=O)Nc3ccc(C)c(C)c3)nc3ccccc32)cc1,-8%,-5%,0%
Cc1ccc(CNC(=O)CSC2=Nc3ccccc3C3=NC(C)C(=O)N23)cc1 (stereo not drawn),3%,-1%,-8%
Cc1ccc(CCNc2ncnc3onc(C)c23)cc1,-6%,0%,1%
Cc1nn2c(=O)cc(COC(=O)COc3ccc(F)cc3)nc2s1,-7%,1%,-10%
COc1ccc(OC)c(NC(=O)c2ccc3nc(C(C)C)oc3c2)c1,-19%,1%,-13%
CCCCN(CC)C(=O)C1CCCN(c2ncnc3onc(C)c23)C1 (stereo not drawn),-3%,-4%,3%
CCc1nnc(NC(=O)CSc2nccn2-c2ccc(OC)cc2)s1,-8%,-7%,-5%
COc1ccc(Nc2sc(C(=O)c3ccccc3)c(N)c2C(=O)Nc2cc(C)ccc2C)c(OC)c1,?,3%,?
Cc1ccc(CCNC(=O)CCN2N=C(c3ccc(C)cc3)CCC2=O)cc1,-6%,0%,-11%
Cc1ccc(-n2c(=O)c3cccnc3n2CC(=O)Nc2cc(C)cc(C)c2)cc1,?,?,-3%
COc1ccccc1NC(=O)c1cc2ccc3cccnc3c2[nH]1,-24%,-7%,14%
O=C(NC1CC(=O)N(c2ccccc2)C1)c1ccco1 (stereo not drawn),2%,-4%,5%
O=S(=O)(NCc1ccccc1)c1ccc2[nH]c3c(c2c1)CCCCC3,?,-11%,11%
CCOc1ccc(CNC(=O)c2cc(=O)[nH]c3ccc(S(=O)(=O)N4CCCCC4)cc23)cc1,0%,0%,2%
COc1ccccc1C(=O)OCc1cc(=O)n2nc(C(C)C)sc2n1,11%,0%,-2%
Cc1ccc(-n2ncc(C(=O)NC3CCN(Cc4ccccc4)CC3)c2C2CCN(C(=O)OC(C)(C)C)CC2)cc1C,-9%,-1%,-10%
Cc1cc(C)c(NC(=O)Cc2ccc(-n3c(C)nc4cccnc43)cc2)c(C)c1,-4%,?,-6%
CCOc1ccc(C2C(=O)N(C3CCCCC3)CC(=O)N2Cc2ccccc2OC)cc1OC (stereo not drawn),-17%,-7%,?
COc1ccc(C(=O)NCC(c2ccco2)S(=O)(=O)c2ccc(F)cc2)cc1 (stereo not drawn),-6%,?,-5%
CCOc1ccccc1NC(=O)c1c(NCc2cccs2)sc2c1CCCCC2,-20%,11%,-17%
COc1ccc(-c2cnc(C)o2)cc1S(=O)(=O)Nc1ccc(NC(C)=O)cc1,-10%,-3%,-1%
COc1ccccc1CNC(=O)C(=O)NCC(c1cccs1)S(=O)(=O)c1ccc(F)cc1 (stereo not drawn),-23%,-8%,-11%
COc1ccccc1OCCSc1nc(-c2ccc(C(C)(C)C)cc2)nc2cc(=O)[nH]n12,-20%,-9%,?
O=c1cc(-c2ccccc2)n2c(SCc3ccc(Br)cc3)nnc2[nH]1,-28%,-3%,?
Cc1nc2ccn(Cc3cccs3)c(=O)c2cc1C(=O)NCc1ccc(Cl)cc1,-12%,0%,?
COc1cccc(Cn2c(CNS(=O)(=O)c3ccc(F)c(Cl)c3)nc3cccnc32)c1,-21%,5%,-6%

# Only part of the results is shown, so the mix of outcomes need not match the whole.
